Screening data (PubChem BioAssay)
beta cell repl: inducers of MIN6 beta-cell proliferation, primary screen, ATP luminescence, uHTS; 330,000 tested, 0.29% active; MIN6 cells proliferation, ATPlite luminescence, 48 h; cells starved in 0.2% serum; 100% = growth in 10% serum; proliferation, % at 10 µM;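 active means compounds whose signal lies at least 3.5 SD above the mean of all wells on their plate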;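 further: 0% = DMSO-treated cells in low-serum medium and 100% = 10% serum control; some compounds called inactive have numbers as strong as hits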
A3A deaminase: APOBEC3A ssDNA deaminase inhibitors, primary screen, selectivity assay for APOBEC3G inhibitor project, biochemical, FAM/TAMRA oligo cleavage fluorescence | DNA dC->dU-editing enzyme APOBEC-3A (Homo sapiens), P31941 | recombinant A3A, FAM/TAMRA ssDNA deamination fluorescence | inhibition, % at 20 µM | 330,000 tested, 0.41% active | AID 493011, 2011;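 active means at least 40% inhibition at 20 µM here, with at most 30% in a related deaminase screen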;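 further: plate controls were A3A with DMSO for no effect and wells lacking A3A enzyme for full effect; some results filed as inactive read as strong as hits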
Target sequence (P31941 whole entry, looked up): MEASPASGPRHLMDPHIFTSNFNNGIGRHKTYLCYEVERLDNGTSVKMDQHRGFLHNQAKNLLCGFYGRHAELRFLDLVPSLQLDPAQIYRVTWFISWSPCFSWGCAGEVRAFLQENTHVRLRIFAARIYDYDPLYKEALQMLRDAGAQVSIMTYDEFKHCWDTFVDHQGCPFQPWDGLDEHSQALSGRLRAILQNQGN
MPTP block: mitochondrial permeability transition pore inhibitors, primary screen, biochemical, isolated mouse mitochondria, absorbance; inhibition, % at 10 µM; Ca2+ swelling absorbance, 30 min; 360,000 tested, 1.4% active;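 active means inhibition of 50% or more, scaled per plate between neutral and stimulator controls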;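 further: 0% = DMSO wells given calcium and 100% = 1 mM EGTA wells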
GRIN3A LBD mod: binders of NR3A ligand-binding domain, primary screen, biophysical, differential scanning fluorimetry, uHTS. NR3A LBD differential scanning fluorimetry, Tm shift; 0% = protein alone, 100% = glycine-bound protein. Tm shift relative to glycine control, % at 25 µM. 340,000 tested, 2.5% active. AID 1259313, 2017;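 active means melting temperature shift of at least 10% of the positive control shift, at one fixed dose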
hIAP inh: human IAP inhibitors, primary screen, biochemical, luminescence, uHTS. inhibition, % at 10 µM. Intestinal-type alkaline phosphatase (Homo sapiens), P09923. 330,000 tested, 0.12% active. purified IAP, CDP-Star luminescence, 30 min;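 active means inhibition reaching a set limit with compound at 10 µM in the primary screen, cut at about 35% in these data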;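 further: plate controls were DMSO wells with enzyme for no effect and no-enzyme buffer wells for full effect; values of inactives mirror those of a sister screen read the other way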
Target sequence (P09923 whole entry, looked up): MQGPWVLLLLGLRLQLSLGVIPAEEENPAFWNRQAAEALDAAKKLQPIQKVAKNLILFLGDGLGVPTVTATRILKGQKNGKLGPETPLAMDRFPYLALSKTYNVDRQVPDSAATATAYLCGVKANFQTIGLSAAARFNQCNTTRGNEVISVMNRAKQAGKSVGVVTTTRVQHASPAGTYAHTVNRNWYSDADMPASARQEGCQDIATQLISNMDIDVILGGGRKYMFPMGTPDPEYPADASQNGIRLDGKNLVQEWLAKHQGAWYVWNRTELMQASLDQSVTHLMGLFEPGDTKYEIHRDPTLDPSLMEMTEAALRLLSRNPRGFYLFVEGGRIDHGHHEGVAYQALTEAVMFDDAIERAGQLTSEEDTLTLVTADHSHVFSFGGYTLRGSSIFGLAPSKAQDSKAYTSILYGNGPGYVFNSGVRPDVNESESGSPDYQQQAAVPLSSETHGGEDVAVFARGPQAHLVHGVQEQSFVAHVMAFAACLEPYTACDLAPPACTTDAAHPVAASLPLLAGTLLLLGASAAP
mIAP activ: activators of mouse IAP, primary screen, biochemical, luminescence, uHTS; intestinal alkaline phosphatase [Mus musculus]; muIAP, CDP-Star luminescence, 30 min; stronger effect = higher value; 1 = vehicle-only enzyme signal, 0 = enzyme-free wells; activation factor at 10 µM; 330,000 tested, 0.24% active; AID 2805, 2010;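 active means activation factor of at least 2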; further: the source names both 10 and 20 µM as test concentration; values of inactives mirror those of a sister screen read the other way
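System: Mouse IAP enzyme | Also added: CDP-Star substrate | Dosing: Compounds dispensed in DMSO | Schedule: 30 min enzyme-substrate-compound incubation at room temperature | Technique: Chemiluminescence readout | Control set: DMSO-only wells and no-enzyme negative control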
hIAP activ: human IAP activators, primary screen, biochemical, luminescence, uHTS. Intestinal-type alkaline phosphatase (Homo sapiens), P09923. purified human IAP, CDP-Star luminescence, 30 min; stronger effect = higher value; 1 = vehicle-only enzyme, 0 = enzyme-free background. activation factor at 10 µM. 330,000 tested, 0.16% active. AID 2524, 2010;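 active means activation factor of the enzyme at least 2-fold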; further: the source names both 10 and 20 µM as test concentration; values of inactives mirror those of a sister screen read the other way
A3G deaminase: APOBEC3G DNA deaminase inhibitors, primary screen, biochemical, fluorescence, single-stranded DNA substrate, uHTS; recombinant A3G, ssDNA deamination FAM/TAMRA fluorescence; 330,000 tested, 0.28% active; inhibition, % at 20 µM; AID 493012, 2011;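 active means inhibition of at least 40% at 20 µM, with no more than 30% in the related APOBEC3A deaminase screen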;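 further: plate controls were DMSO wells with A3G for no effect and wells lacking A3G enzyme for full effect; some compounds called inactive have numbers as strong as hits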
mIAP inh: inhibitors of mouse IAP, primary screen, biochemical, luminescence, uHTS. inhibition, % at 10 µM. 330,000 tested, 0.2% active. purified mouse IAP, CDP-Star luminescence, 30 min. intestinal alkaline phosphatase [Mus musculus];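 active means inhibition of at least 40% at 10 µM in the primary screen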;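 further: plate controls were DMSO with enzyme for no effect and no enzyme wells for full effect; values of inactives mirror those of a sister screen read the other way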
Active calls of the source: *; . = no result given. Hits appear at their usual frequency. Share with any hit: about 5%.

mol	beta cell repl	A3A deaminase	MPTP block	GRIN3A LBD mod	hIAP inh	mIAP activ	hIAP activ	A3G deaminase	mIAP inh
O=C(Nc1ccc(F)c(F)c1)c1oc2ccccc2c1NC(=O)C1CCCO1 (stereo unspecified)	-1	3	0.0	-1	-1	0.94	1	-11	6
S=C(Nc1ccccc1)N1CCn2c1nc1ccccc12	-2	-4	3.0	-8	10	1.1	0.9	-7	-14
Cc1c(Cl)cccc1NC(=O)Nc1cccnc1	0	-3	0.9	-2	0	1.1	1	-11	-14
CC(C)C(=O)NCC(c1cccs1)S(=O)(=O)c1ccc(F)cc1 (stereo unspecified)	1	-6	-0.4	-1	8	0.97	0.92	-3	3
Nc1c(C(=O)NCc2ccccc2)nnn1Cc1cccc(Cl)c1	-3	1	-1.5	0	2	0.99	0.98	-1	1
Cc1ccc2nc(N(CCCN(C)C)C(=O)c3ccc(S(=O)(=O)N4CCOCC4)cc3)sc2c1	2	-3	0.3	-22	-2	0.98	1	-5	2
O=[N+]([O-])c1ccc(O)c(Nc2ncnc3ccccc23)c1	-1	19	6.0	0	12	0.84	0.88	6	16
COc1cc(SC)ccc1C(=O)Nc1cccc(S(=O)(=O)NC2=NCCCCC2)c1	5	-4	-0.3	1	-4	0.88	1	-11	12
NC(=O)c1ccc(NC(=O)COc2cccc3c2CCNC3=O)cc1	-1	-1	-0.6	-1	0	1	0.99	-3	-4
CCOC(=O)C(Oc1ccc(=O)n(-c2ccccc2)n1)C(C)=O (stereo unspecified)	-2	-5	-0.2	-7	16	1.1	0.84	-3	-9
O=c1c2ccccc2oc2nc3n(c(=O)c12)CCCS3	0	-3	-0.9	-9	3	0.99	0.97	6	0
CC1=CC(C)[C@@H]2COC(c3ccc(O)cc3)[C@H]1C2C (stereo partly specified)	-4	-5	0.1	1	9	1	0.91	-7	-2
Cc1c(C(=O)O)oc2ccc3c(c12)C(O)CC(C)(C)O3 (stereo unspecified)	-3	-1	-0.3	2	-16	1.1	1.2	-3	-6
CCOc1ccc(OCCCC(=O)NC2=NCCS2)cc1	2	2	-0.7	3	8	1.1	0.92	-3	-6
Cc1nc(-c2ccc(-n3nncc3-c3ccco3)cc2)cs1	0	5	1.0	-1	5	0.99	0.95	-4	1
COC(=O)C1=C(C)NC(=O)CC1c1cccc(OC)c1OC (stereo unspecified)	3	1	-0.4	0	3	0.95	0.97	-2	5
COc1cc(NS(=O)(=O)c2ccc(NC(=O)COc3ccc(C)cc3)cc2)nc(OC)n1	0	2	4.0	-4	11	0.97	0.89	0	3
COc1ccc(-n2nc(C(=O)NCC(=O)N3CCOCC3)c3ccccc3c2=O)cc1Cl	0	-3	-0.4	-2	1	0.95	0.99	-11	5
CC(C)C(=O)NNc1ccccc1	0	-3	1.4	0	-2	0.99	1	-6	1
Cc1ccccc1-c1ccccc1CN1[C@@H](C(C)C)COCCS1(=O)=O	.	4	-0.2	-1	.	1.1	.	3	-7
COc1ccccc1N1CCN(CC(O)COc2ccc3c(c2)CCC3)CC1 (stereo unspecified)	0	-1	40	0	-9	1	1.1	0	-5
NC(=S)N/N=C1\c2ccccc2-c2c(C(=O)O)cccc21	0	-2	-0.8	-3	-21	1	1.2	3	0
CCSc1ncnc2c(C#N)c3n(c12)CCCCC3	1	-4	-1.1	-7	-18	1.1	1.2	-6	-6
CN(C)CC(C)(C)CNS(=O)(=O)c1ccc(Cl)s1	-1	1	-0.5	-1	-25	1	1.2	-9	-1
COc1ccc(CNC(=O)Cn2nc(C(F)(F)F)c3c2CCC3)cc1	-2	-5	3.2	1	16	1.1	0.84	-7	-10
CN(CC(=O)NCc1cccs1)S(=O)(=O)c1cccc2nsnc12	1	-5	-1.6	1	-10	0.97	1.1	-7	3
Cc1ccc(C(=O)Cn2nnc3ccccc32)cc1	-2	2	-3.8	-1	11	0.95	0.89	-3	5
CCC(C)c1ccccc1N1CC(C(=O)Nc2ccccc2N2CCCC2)CC1=O (stereo unspecified)	0	-7	-1.8	-2	-1	0.94	1	-8	6
Cc1nc2nc(C)c(NS(=O)(=O)c3ccc(Cl)cc3)c(=O)n2[nH]1	0	0	-0.6	1	-6	0.95	1.1	-8	5
O=C(CN1CCN(c2ncccn2)CC1)N1CCCC1	1	2	1.0	0	-15	1.1	1.1	-4	-7
COc1cc(OC)cc(C(=O)NC2CCCN(Cc3ccc(Cl)cc3)C2)c1 (stereo unspecified)	-5	-9	-1.0	1	-17	1.1	1.2	3	-7
O=C(NC1CC2CCCC(C1)N2Cc1ccco1)NC12CC3CC(CC(C3)C1)C2 (stereo unspecified)	-3	3	0.0	-1	-13	1.5	1.1	1	-51
O=C1c2ccccc2C(=O)N1CN(C(=O)COc1ccc(Cl)cc1Cl)c1cccc(F)c1	-1	0	4.0	0	14	0.94	0.86	-6	6
COc1cc(NC(=O)c2ccc3c(c2)OCO3)ccc1NC(=O)C(C)C	-4	-1	-0.2	4	9	0.94	0.91	-7	6
CCNC(=S)N(Cc1ccc2c(c1)OCO2)C1CC(=O)N(c2ccc(F)cc2)C1=O (stereo unspecified)	-2	2	-0.7	-1	-5	1	1.1	-1	-3
O=C(CCN1C(=O)c2ccccc2S1(=O)=O)Nc1ccc(F)c([N+](=O)[O-])c1	-2	-1	-1.5	2	-1	0.99	1	-6	1
COc1cc(NS(=O)(=O)c2ccc(NC(=O)CCC(=O)O)cc2)nc(OC)n1	1	-1	-0.1	-1	9	1	0.91	-8	-3
CCCCn1c(NCc2ccccc2NS(=O)(=O)c2ccc(C)cc2)nc2ccccc21	-2	-1	0.3	1	-22	1.9	1.2	-1	-94
Cc1ccc(NC(=O)Cc2nc(COC(=O)c3c(F)cccc3Cl)cs2)cc1	-3	-1	0.3	-14	5	1	0.95	-6	0
COc1ccc(C(=O)Nc2cc(OC)c(NC(=O)c3ccco3)cc2OC)cc1	2	-2	0.8	-35	-5	0.95	1.1	-3	5
CC1(C)Cc2ccccc2C(NNC(=O)c2ccncc2)=N1	-1	-6	1.2	-1	-15	1.1	1.1	-4	-13
CCN(CC)CCNC(=O)c1ccccn1	-2	1	-2.9	-1	-41	1.1	1.4	1	-7
COCC(=O)Nc1cc(C(=O)Nc2cccc(C)c2C)ccc1Cl	-1	2	0.5	-1	-22	1	1.2	-3	0
CCOc1ccc(-c2nc(C#N)c(N3CCOCC3)o2)cc1	1	-1	-0.4	-1	-6	1	1.1	-6	-1
Cc1c(N(C)S(=O)(=O)c2cc(C(=O)NCC3CCCO3)ccc2Cl)c(=O)n(-c2ccccc2)n1C (stereo unspecified)	-3	1	0.3	.	-8	0.94	1.1	1	6
O=S(=O)(NC1CCCC1)c1ccccc1Cl	1	-4	1.4	-3	-8	1	1.1	-11	-2
CCN(CC)Cc1c(O)ccc2c(C)c(CC(=O)OC)c(=O)oc12	0	-6	0.3	1	2	0.98	0.98	-13	2
COc1ccc(/C=N/NC(=O)CCc2nc3ccccc3[nH]2)cc1	0	3	-0.6	-4	10	0.94	0.9	-5	6
COc1ccc2nc(NC(=O)c3cccnc3SC)sc2c1	-2	1	1.2	6	-1	1	1	-8	-1
COc1ccc(Cl)cc1S(=O)(=O)N1CCN(Cc2ccc3c(c2)OCO3)CC1	-3	-2	5.7	1	-3	0.97	1	-8	3

(listing goes on)
mol	beta cell repl	A3A deaminase	MPTP block	GRIN3A LBD mod	hIAP inh	mIAP activ	hIAP activ	A3G deaminase	mIAP inh
COc1ccc(C(=O)NCC(=O)NCCc2c[nH]c3ccccc23)cc1OC	-1	1	0.4	-1	-1	0.94	1	-2	6
Cc1ccc(Nc2nc(C(=O)NCc3ccco3)cs2)cc1	-1	-2	6.0	-1	-10	1	1.1	-5	-2
O=C(CCSCc1cccc(F)c1)NCCc1ccccc1	-3	-3	0.9	1	-2	1.1	1	-7	-11
CCOc1ccccc1CN1CCN(C2CCC2)CC1CCO (stereo unspecified)	-1	-5	0.4	-1	-31	0.94	1.3	-9	6
C=C1CSc2nc(=O)c3c4c(sc3n21)CCC4	-2	-5	-1.8	-4	-15	1	1.1	-10	-4
COc1ccc(Nc2cc(C)nc3c(C)cccc23)cc1OC	2	4	1.2	-1	-6	0.93	1.1	19	7
CCCCC1CCC(c2nc(-c3cccnc3)no2)CC1 (stereo unspecified)	0	-3	1.5	3	14	0.86	0.86	-6	14
CC(C)(C)C(=O)Nc1cccc2[nH]ncc12	-4	0	1.0	0	-20	1	1.2	-1	-1
COCCCNC(=O)CN1CCN(Cc2ccc(Cl)cc2)C1=O	-2	-3	0.6	0	12	1.1	0.88	-10	-9

Profiles from above:
Record of `Cc1c(Cl)cccc1NC(=O)Nc1cccnc1` = beta cell repl = 0; A3A deaminase = -3; MPTP block = 0.9; GRIN3A LBD mod = -2; hIAP inh = 0; mIAP activ = 1.1; hIAP activ = 1; A3G deaminase = -11; mIAP inh = -14
Record of `Cc1nc(-c2ccc(-n3nncc3-c3ccco3)cc2)cs1` = beta cell repl = 0; A3A deaminase = 5; MPTP block = 1.0; GRIN3A LBD mod = -1; hIAP inh = 5; mIAP activ = 0.99; hIAP activ = 0.95; A3G deaminase = -4; mIAP inh = 1
